Compound activity from PubChem.
M5 PAM: potentiates acetylcholine response at human M5 receptor. P08912. CHO-K1 hM5, Fluo-8 calcium, ACh EC20 PAM; 0% = ACh EC20, 100% = ACh EC100. activation, % at 3 µM. 360,000 compounds, 0.3% hits;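 active means activation above the run cutoff, the mean activation of all test compounds plus 3 SD, cut at about 18% in these data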
Target sequence (P08912 whole entry, looked up): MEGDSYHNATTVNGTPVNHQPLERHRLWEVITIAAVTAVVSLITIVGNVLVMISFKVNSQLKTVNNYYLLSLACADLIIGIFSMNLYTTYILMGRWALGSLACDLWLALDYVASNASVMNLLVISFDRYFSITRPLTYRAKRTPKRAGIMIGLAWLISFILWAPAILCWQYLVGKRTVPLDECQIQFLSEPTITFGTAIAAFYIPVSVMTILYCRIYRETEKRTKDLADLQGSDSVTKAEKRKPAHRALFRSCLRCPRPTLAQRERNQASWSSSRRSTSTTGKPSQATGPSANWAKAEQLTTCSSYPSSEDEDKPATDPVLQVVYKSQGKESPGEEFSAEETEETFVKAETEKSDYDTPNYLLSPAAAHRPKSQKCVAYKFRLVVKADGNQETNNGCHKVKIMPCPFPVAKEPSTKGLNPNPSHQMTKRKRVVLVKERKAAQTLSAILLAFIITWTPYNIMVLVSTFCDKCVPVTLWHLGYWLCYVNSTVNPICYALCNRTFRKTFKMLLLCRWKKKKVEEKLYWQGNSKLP
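System: CHO-K1 cell line with stable human muscarinic M5 receptor expression | Also added: EC20 acetylcholine as agonist stimulus | Compound: One concentration, 3 µM final (nominal) | Timing: Fluo-8 loading 80 min at 37 °C plus 30 min room temperature | Measured by: Fluo-8 calcium dye fluorescence, kinetic read | Read-out basis: % activation, ACh-normalized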
CHRM4 antagonist: blocks acetylcholine activation of human M4 receptor; P08173; CHO-hM4 cells, ACh EC80, Fluo-8 calcium fluorescence; inhibition, % at 3 µM; 360,000 compounds, 0.73% hits; AID 624125;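 active means inhibition above its plate's cutoff, the mean inhibition of sample wells plus 3 SD, cut at about 27% in these data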;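 further: 0% = acetylcholine EC80 with DMSO and 100% = DMSO without agonist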
Target sequence (P08173 whole entry, looked up): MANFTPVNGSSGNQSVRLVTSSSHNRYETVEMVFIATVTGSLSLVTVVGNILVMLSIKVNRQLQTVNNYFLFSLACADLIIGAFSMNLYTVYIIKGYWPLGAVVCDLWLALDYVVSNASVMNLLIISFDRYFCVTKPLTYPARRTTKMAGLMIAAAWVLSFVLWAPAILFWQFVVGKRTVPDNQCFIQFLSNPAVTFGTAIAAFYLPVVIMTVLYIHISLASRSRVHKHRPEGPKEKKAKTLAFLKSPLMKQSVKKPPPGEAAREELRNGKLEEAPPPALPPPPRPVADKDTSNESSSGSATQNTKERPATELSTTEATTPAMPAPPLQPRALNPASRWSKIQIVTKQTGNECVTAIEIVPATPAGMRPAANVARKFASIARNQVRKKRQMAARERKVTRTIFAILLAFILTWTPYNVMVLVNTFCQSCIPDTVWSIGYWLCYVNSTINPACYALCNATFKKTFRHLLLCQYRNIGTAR
CHRM5 antagonist: antagonists of human muscarinic M5 receptor (CHRM5); P08912; 360,000 compounds, 0.59% hits; AID 624040; CHO-hM5 cells, Fluo-8 calcium fluorescence, ACh EC80; inhibition, % at 3 µM;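 active means inhibition above a per-plate cutoff, the mean of that plate's test compounds plus 3 SD, cut at about 27% in these data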;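 further: 0% = acetylcholine EC80 with DMSO and 100% = DMSO without agonist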
M4 ag: agonists of human muscarinic M4 receptor (CHRM4); activation, % at 3 µM; 360,000 compounds, 0.14% hits; CHO-K1 hM4/Gqi5, Fluo-8 calcium fluorescence; vehicle 0%, full acetylcholine response 100%;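 active means activation above the run mean over all test wells plus 3 SD, cut at about 32% in these data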;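 further: peak over basal fluorescence ratio per well then scaled between controls; 0% = DMSO wells and 100% = acetylcholine at EC100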
M5 ag: CHRM5 agonism in calcium assay | P08912 | CHO-K1 hM5 cells, Fluo-8 calcium fluorescence; 0% DMSO wells, 100% maximal acetylcholine response | activation, % at 3 µM | 360,000 compounds, 0.19% hits | AID 624037;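 active means activation above the run's mean over test compounds plus 3 SD, cut at about 23% in these data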;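 further: signal is peak over basal fluorescence ratio across the kinetic read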
CRFBP-R2 agonist: agonists of human CRF-binding protein/CRF-R2 receptor complex; 350,000 compounds, 0.46% hits; AID 588473; HEK293 CRF-R2/CRF-BP, calcium dye fluorescence (FLIPR); percent of saturating CRF peptide response; activation, % at 13.2 µM;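 active means activation of at least 50%, plus an integration ratio under a set limit after plate pattern correction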;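 further: plate controls were neutral control wells without compound for no effect and CRF at EC100 for full effect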
CRFR2-BP antag: CRF-BP/CRF-R2 complex antagonism. 350,000 compounds, 0.59% hits. inhibition, % at 11.8 µM. AID 588475. HEK293 CRF-R2/CRF-BP, CRF-induced calcium fluorescence;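 active means inhibition of the ligand-induced calcium signal above about 50% at the single tested concentration, limit read from the data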
M1 PAM: human CHRM1 positive allosteric modulation; 360,000 compounds, 0.088% hits; AID 588819; CHO-K1 hM1, Fluo-8 calcium fluorescence, ACh EC20; 0% = ACh EC20, 100% = maximal ACh; P11229; activation, % at 3 µM; in the data active means activation above about 19%, passing the limit was not always enough
CHRM4 PAM: CHRM4 positive allosteric modulation. CHO-K1 hM4/Gqi5, Fluo-8 calcium fluorescence, ACh EC20; 0% = ACh EC20, 100% = maximal ACh. 360,000 compounds, 0.4% hits. activation, % at 3 µM. P08173;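 active means activation above its plate's cutoff, the mean activation of sample wells plus 3 SD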; further: some results filed as inactive read as strong as hits
* hit, by the source's call; . = not tested or not shown.

(1) CCCCNc1nc2sc3c(c2c(=O)n1-c1cccc(Cl)c1)CCN(C)C3
(2) CC(=O)c1c(C)[nH]c(C(=O)NC2CCSc3ccccc32)c1C (stereo not given)
(3) O=C1N[C@@H](Cc2cn(S(=O)(=O)c3ccc([N+](=O)[O-])cc3)c3ccccc23)C(=O)N[C@H]1Cc1ccccc1
(4) COC(=O)c1ccc(C(=O)OC)c(NC(=O)CSc2cccc[n+]2[O-])c1
(5) COc1ccc(NC(=O)CN2C(=O)NC(c3ccccc3)(c3ccccc3)C2=O)cc1
(6) Cc1c(CCC(=O)O)c(=O)oc2cc(OCc3cccc(F)c3)ccc12

assay / compound	1	2	3	4	5	6
M5 PAM	6	-13	0	-1	2	1
CHRM4 antagonist	-4	-10	1	0	-13	-5
CHRM5 antagonist	5	18	12	4	0	1
M4 ag	-1	14	4	1	4	2
M5 ag	-1	1	2	2	1	-1
CRFBP-R2 agonist	-0.2	12	-0.5	-4.0	-1.8	-1.5
CRFR2-BP antag	-17	2	-9	2	-23	21
M1 PAM	9	1	6	8	8	9
CHRM4 PAM	-2	-4	3	3	5	0

Structural class: those above with sulfur
(1) CCCCNc1nc2sc3c(c2c(=O)n1-c1cccc(Cl)c1)CCN(C)C3
(2) CC(=O)c1c(C)[nH]c(C(=O)NC2CCSc3ccccc32)c1C (stereo not given)
(3) O=C1N[C@@H](Cc2cn(S(=O)(=O)c3ccc([N+](=O)[O-])cc3)c3ccccc23)C(=O)N[C@H]1Cc1ccccc1
(4) COC(=O)c1ccc(C(=O)OC)c(NC(=O)CSc2cccc[n+]2[O-])c1

assay / compound	1	2	3	4
M5 PAM	6	-13	0	-1
CHRM4 antagonist	-4	-10	1	0
CHRM5 antagonist	5	18	12	4
M4 ag	-1	14	4	1
M5 ag	-1	1	2	2
CRFBP-R2 agonist	-0.2	12	-0.5	-4.0
CRFR2-BP antag	-17	2	-9	2
M1 PAM	9	1	6	8
CHRM4 PAM	-2	-4	3	3

Of the compounds above, two contain a halogen.
(1) CCCCNc1nc2sc3c(c2c(=O)n1-c1cccc(Cl)c1)CCN(C)C3
(6) Cc1c(CCC(=O)O)c(=O)oc2cc(OCc3cccc(F)c3)ccc12

assay / compound	1	6
M5 PAM	6	1
CHRM4 antagonist	-4	-5
CHRM5 antagonist	5	1
M4 ag	-1	2
M5 ag	-1	-1
CRFBP-R2 agonist	-0.2	-1.5
CRFR2-BP antag	-17	21
M1 PAM	9	9
CHRM4 PAM	-2	0

New compounds follow.
(7) COc1cccc(-n2c(=O)c3ccccc3n(CC(=O)NCC3CCCO3)c2=O)c1 (stereo not given)
(8) Cc1ccc(S(=O)(=O)N(CC(=O)NCc2ccccc2Cl)C(=O)N2CCN(C)CC2)cc1
(9) O=C1NC[C@H](Cc2ccccc2)N(CC2CCN(CC3CCCC3)CC2)C1=O
(10) Cc1ccc(C(C)n2cc(C(=O)NCc3cccnc3)nn2)cc1 (stereo not given)
(11) O=C(NCCc1ccccc1)C1CCC(CNc2c(N3CCCCC3)c(=O)c2=O)CC1 (stereo not given)
(12) CN(C)C(=O)CN1C(=O)C2CC=C(Cl)CC2C1=O (stereo not given)

assay / compound	7	8	9	10	11	12
M5 PAM	1	0	0	18*	-1	3
CHRM4 antagonist	-2	0	-9	-6	-9	4
CHRM5 antagonist	0	-1	-3	-6	3	-4
M4 ag	1	0	0	3	1	1
M5 ag	-2	-5	2	5	-1	0
CRFBP-R2 agonist	-0.5	0.6	-0.3	3.2	-1.3	0.3
CRFR2-BP antag	-2	15	3	6	23	7
M1 PAM	13	5	10	8	0	1
CHRM4 PAM	3	7	5	11	0	26

(13) CCCCCOc1ccc(N2C(=O)CC(N(O)c3ccccc3)C2=O)cc1 (stereo not given)
(14) CC(CN1CCC(n2nccc2NC(=O)C2CCCC2)CC1)c1ccccc1 (stereo not given)
(15) CCN(CC)C(=O)C1=C(C)N(Cc2ccccc2)C(=O)C(CC(=O)NC2CC2)C1 (stereo not given)
(16) Oc1cccc2cnccc12
(17) COc1ccc(OCCCC(=O)OCC(=O)N2CCN(S(=O)(=O)c3ccc(C)cc3C)CC2)cc1
(18) O=C(CN1CCN(c2ccc(F)cc2)CC1)c1ccc2c(c1)OCO2

assay / compound	13	14	15	16	17	18
M5 PAM	8	0	11	3	-14	-2
CHRM4 antagonist	-9	2	-26	11	-1	-6
CHRM5 antagonist	-10	0	-19	9	18	4
M4 ag	3	1	2	1	12	1
M5 ag	2	-5	0	4	8	-3
CRFBP-R2 agonist	4.0	3.2	-2.3	2.5	2.0	1.4
CRFR2-BP antag	-23	0	-12	2	7	-18
M1 PAM	12	0	1	3	4	2
CHRM4 PAM	-2	-2	4	-6	4	12

(19) Cc1cc(C)cc(NC(=O)CSc2nnc(-c3ccccc3Br)o2)c1
(20) Cc1coc(=N)n1CC(=O)c1ccc(Cl)cc1
(21) COc1ccc(C(=O)C(C)Oc2cccc(NC(=O)c3cccc([N+](=O)[O-])c3)c2)cc1 (stereo not given)
(22) COc1ccc(CN2C[C@@H](CO)O[C@@H](n3cnc4c(NCc5ccncc5)ncnc43)C2)cc1
(23) Cn1ncc(N=Cc2ccccc2[N+](=O)[O-])c1C(N)=O
(24) O=C(NCc1ccccc1)C1Nc2ccc(OC(F)(F)F)cc2C2C=CCC12 (stereo not given)

assay / compound	19	20	21	22	23	24
M5 PAM	-3	4	-11	-1	4	1
CHRM4 antagonist	6	-8	6	-13	-5	4
CHRM5 antagonist	5	-2	6	1	4	12
M4 ag	-2	1	16	0	1	1
M5 ag	-2	0	4	0	-3	2
CRFBP-R2 agonist	0.3	-1.5	1.2	.	0.9	-0.2
CRFR2-BP antag	2	13	10	.	0	-5
M1 PAM	2	3	-13	1	0	-1
CHRM4 PAM	1	3	-24	7	-7	0

(25) COc1ccc(Cc2nnc(NC(=O)c3ccccc3F)s2)cc1OC
(26) CC(NCc1cc(Br)ccc1OCC(N)=O)C12CC3CC(CC(C3)C1)C2 (stereo not given)
(27) Cc1ccc2[nH]c(C)c(CC(=O)NCc3ccccc3)c2c1
(28) CCN(Cc1ccccc1)C(=O)CCNS(=O)(=O)c1cc(Br)cnc1N
(29) Cn1c2ccccc2c2nnc(SCC(=O)Nc3cccc(C(=O)O)c3)nc21
(30) CC(C)(C)OC(=O)C[C@@H]1C/C=C\C[C@@H](CC(=O)N[C@@H](CO)Cc2ccccc2)C(=O)NCCOC1=O

assay / compound	25	26	27	28	29	30
M5 PAM	8	-2	-5	-4	8	0
CHRM4 antagonist	7	-3	13	6	-8	-7
CHRM5 antagonist	8	1	2	9	2	-4
M4 ag	0	7	1	3	1	0
M5 ag	2	-8	1	-6	-1	1
CRFBP-R2 agonist	-0.6	-1.0	1.0	-0.8	1.5	1.5
CRFR2-BP antag	-14	-15	-3	-7	6	9
M1 PAM	13	2	4	-5	13	9
CHRM4 PAM	1	-1	-7	-5	5	1

Some of these compounds in order of the CHRM4 antagonist value, ascending.
no.	SMILES	CHRM4 antagonist
15	CCN(CC)C(=O)C1=C(C)N(Cc2ccccc2)C(=O)C(CC(=O)NC2CC2)C1 (stereo not given)	-26
2	CC(=O)c1c(C)[nH]c(C(=O)NC2CCSc3ccccc32)c1C (stereo not given)	-10
29	Cn1c2ccccc2c2nnc(SCC(=O)Nc3cccc(C(=O)O)c3)nc21	-8
26	CC(NCc1cc(Br)ccc1OCC(N)=O)C12CC3CC(CC(C3)C1)C2 (stereo not given)	-3
24	O=C(NCc1ccccc1)C1Nc2ccc(OC(F)(F)F)cc2C2C=CCC12 (stereo not given)	4

Later entries
(31) CCCCNC(=O)C(C#N)c1nc2ccccc2nc1N1CCN(c2ccccc2F)CC1 (stereo not given)
(32) Cc1cnc(C(=O)OCC(=O)NC2CCCCCCC2)cn1
(33) Cc1ccc(NC(=O)COc2ccc(N(C)S(=O)(=O)c3ccc(F)cc3)cc2)cc1
(34) O=C(Cc1ccccc1)NCc1cccnc1
(35) Cc1nn(-c2ccccc2)c(N2CCCC2)c1/C=N/NC(=O)c1cccc(S(=O)(=O)Nc2ccc(Cl)cc2)c1
(36) O=C(CCNC(=O)C1CCN(S(=O)(=O)c2ccccc2)CC1)NCCc1ccc(Cl)cc1

assay / compound	31	32	33	34	35	36
M5 PAM	2	3	-7	3	-2	-2
CHRM4 antagonist	-2	-8	-6	-1	-6	-1
CHRM5 antagonist	-7	-15	0	-1	-5	0
M4 ag	1	2	9	1	0	1
M5 ag	-2	-2	2	-1	-2	-1
CRFBP-R2 agonist	6.6	0.8	0.9	4.3	-1.1	-1.6
CRFR2-BP antag	4	-9	0	-3	21	-25
M1 PAM	3	8	-14	7	6	5
CHRM4 PAM	10	11	-7	-1	-6	3

Single values from above.
Result for no. 34 under M1 PAM: 7
Result for no. 36 under CHRM4 PAM: 3

(next part)
(37) COC(=O)c1c(N)sc(C(=O)NCCc2ccccc2)c1C
(38) O/N=C\c1ccc(-c2ccccc2)o1
(39) CCCCCOc1ccc(C(=O)CCC(=O)NC(C)c2ccc(S(N)(=O)=O)cc2)cc1 (stereo not given)
(40) COc1ccc(CCC(=O)Nc2cccc(S(=O)(=O)N3CCOCC3)c2)cc1OC
(41) CCOc1ccc(C(CC(=O)O)NC(=O)COc2ccc3ccccc3c2)cc1OC (stereo not given)
(42) O=S(=O)(c1ccc(F)cc1)N1CCN(C(=S)NCCc2ccccc2)CC1

assay / compound	37	38	39	40	41	42
M5 PAM	-1	-1	-8	-7	-9	-4
CHRM4 antagonist	-1	12	0	-6	3	8
CHRM5 antagonist	2	3	16	5	8	7
M4 ag	5	0	4	6	20	8
M5 ag	3	-1	-1	1	2	2
CRFBP-R2 agonist	-0.4	-1.1	-1.8	-0.1	-1.5	0.0
CRFR2-BP antag	5	19	-5	14	-2	-2
M1 PAM	1	-3	-6	4	-7	-2
CHRM4 PAM	-10	2	-3	5	-12	-8

(43) CNC(=O)OC(C)CNS(=O)(=O)c1ccc(C)cc1 (stereo not given)
(44) CCNC(=O)NC(=O)CSc1nc2ccccc2n1CCOC
(45) Cc1cccc(C(=O)OCC(=O)c2ccc3c(c2)NC(=O)CO3)c1
(46) Cc1ccc(C(=O)OCC(=O)Nc2cccc(S(=O)(=O)N3CCCCC3)c2)s1
(47) NC(Cc1ccc(OC(F)F)cc1)C(=O)O (stereo not given)

assay / compound	43	44	45	46	47
M5 PAM	1	-1	-22	-7	4
CHRM4 antagonist	-13	4	0	3	5
CHRM5 antagonist	-3	13	2	4	0
M4 ag	1	1	13	12	0
M5 ag	-1	-3	7	6	1
CRFBP-R2 agonist	0.5	-3.3	0.7	-0.8	-0.7
CRFR2-BP antag	22	10	13	-7	7
M1 PAM	6	2	-12	-8	5
CHRM4 PAM	15	7	-7	-6	-5
